cytoskel mod = modifiers of F-actin cytoskeleton organization, primary screen, imaging, HUVEC, phalloidin staining, high-content imaging. HUVEC TNFa F-actin phalloidin imaging. inhibition, % at 2 µM. actives 0.18% (n = 91,000). AID 836, 2007;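 active = inhibition above the batch mean plus 3 SD and confirmed as a hit by visual image inspection, cut at about 30% in these data, passing the limit was not always enough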; also: strong numbers were not always called active
Pyk2 oligo antag = antagonists of Pyk2 self-association, primary screen, Q293 cells, FERM NanoBiT luminescence, HTS | z-score (the deposit names both 25 µM and 10 µM) | AID 1347419, 2020 | actives 0.83% (n = 99,000) | active compounds read low;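 active = Z-score of -3 or lower, scaled per plate to the spread of control and sample wells; inactive = z-score above -3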;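 also: negative z-score means lost luminescence so less FERM oligomerization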
IL1B cytotox = cytotoxicity in IL-1B stimulated HUVEC, primary screen, cytotoxicity control for IL-1B NFkB translocation project, imaging, Hoechst nuclear count, IL-1B stimulus; HUVEC cell count loss; AID 845, 2007; cell count reduction, % at 2 µM; actives 0.41% (n = 94,000);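 active = cell count reduction more than 3 SD above the screen-wide mean, cut at about 70% in these data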;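 also: normalized per plate to untreated control cells as the no-loss baseline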
H69AR growth 86K = proliferation blockers of H69AR lung cancer cells, primary screen, cell-based, human, 86K library | H69AR lung tumor viability, ATP luminescence, 72 h; active compounds read low | viability, % at 10 µM | actives 6% (n = 85,000);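 active = viability at or below 40%; inactive = viability above 40%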;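 also: multidrug resistant small cell line overexpressing MRP-1 efflux transporter; 100% = mean luminescence of untreated control wells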
Smad3 FoxH1 inh = Smad3/FoxH1 peptide binding inhibitors, primary screen, biochemical, TR-FRET. Mothers against decapentaplegic homolog 3 (Homo sapiens), P84022. TR-FRET Smad3/Dy647-FoxH1 peptide binding, europium anti-His. inhibition, % at 25 µM. actives 0.29% (n = 88,000). AID 630, 2007;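 active = compounds that reduce the energy-transfer binding signal between the protein and its labelled peptide by more than half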;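 also: 0% = Smad3 plus labelled peptide maximal FRET and 100% = peptide-only background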
Target sequence (P84022 whole entry, looked up): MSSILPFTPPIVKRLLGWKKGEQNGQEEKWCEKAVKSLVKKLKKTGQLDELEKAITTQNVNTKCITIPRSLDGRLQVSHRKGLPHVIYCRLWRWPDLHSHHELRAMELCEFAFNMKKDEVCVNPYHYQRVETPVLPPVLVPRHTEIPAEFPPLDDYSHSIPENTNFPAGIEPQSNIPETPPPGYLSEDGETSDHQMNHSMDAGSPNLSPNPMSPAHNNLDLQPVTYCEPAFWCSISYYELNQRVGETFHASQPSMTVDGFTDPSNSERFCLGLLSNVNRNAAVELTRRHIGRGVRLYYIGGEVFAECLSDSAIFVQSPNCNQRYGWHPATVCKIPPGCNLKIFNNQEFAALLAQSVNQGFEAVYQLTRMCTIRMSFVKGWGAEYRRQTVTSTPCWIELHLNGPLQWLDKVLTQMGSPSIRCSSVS
HUVEC tox TNFa = cytotoxicity in TNFa-stimulated HUVEC, primary screen, cytotoxicity control for VCAM1 expression modulator project, imaging, Hoechst nuclei count. HUVEC TNFalpha-stimulated, Hoechst cell count. cell count reduction, % at 2 µM. actives 0.17% (n = 93,000). AID 848, 2007;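 active = cell count reduction exceeding the screen mean by over 5 SD, scaled to untreated wells per plate, cut at about 78% in these data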;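 also: cells counted after 24 h of TNF alpha exposure following the 1 h pretreatment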
HUVEC prolif 384 = inhibitors of HUVEC proliferation, primary screen, cell-based, 384-well | CellTiter-Glo luminescence, 72 h; active compounds read low | viability, % at 10 µM (by protocol) | actives 1.1% (n = 86,000);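 active = viability at or below 30%; inactive = viability above 30%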;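 also: 100% = median luminescence of DMSO-only cell control wells on each plate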
VCAM1 TNFa inh = inhibitors of TNFa-induced VCAM1 expression, primary screen, imaging, HUVEC, TNFa stimulus, immunofluorescence | inhibition, % at 2 µM | actives 0.48% (n = 95,000) | HUVEC TNFa-induced VCAM-1 immunofluorescence, high-content imaging;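 active = inhibition above the batch mean plus 3 SD, with images confirmed as a hit by eye, cut at about 37% in these data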;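 also: 0% = TNF-stimulated DMSO wells and 100% = unstimulated control wells; not every result past the cut was called active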
Fibroblast inh = antiproliferative effect on LL 47 fibroblasts – human, LL 47 cells, CellTiter-Glo luminescence, primary screen; LL 47 human lung fibroblast viability, ATP luminescence; active compounds read low; viability, % at 10 µM; actives 1.1% (n = 85,000); AID 719, 2007;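 active = viability at or below 50% in the single dose screen; inactive = viability above 50%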;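 also: compound exposure lasted 72 h before the ATP readout; 100% = median luminescence of untreated cell-only wells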
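Assay system: human lung fibroblast line LL 47, low passage. Input: 1,150 fibroblasts seeded per well. Times: overnight cell rest, 72 h compound treatment at 37 °C. Evaluation: % viability of median cell-only signal. Technique: luminescent ATP detection, CellTiter-Glo. Control set: cell-only wells, no compound.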
* hit, by the source's call; nt = not tested or not shown; [ ] = another dose, or the depositor's remark.

| canonical_smiles | cytoskel mod | Pyk2 oligo antag | IL1B cytotox | H69AR growth 86K | Smad3 FoxH1 inh | HUVEC tox TNFa | HUVEC prolif 384 | VCAM1 TNFa inh | Fibroblast inh |
| --- | --- | --- | --- | --- | --- | --- | --- | --- | --- |
| COc1ccc(Br)cc1CNC(=O)C1CCCN(S(C)(=O)=O)C1 (stereo not drawn) | nt | 0.45 | 12 | 93 | -5[fluorescence artefact?] | nt | 93 | nt | 94 |
| Cc1c(C(=O)N2CC(C)OC(C)C2)sc2nc(-c3ccc(F)cc3)cn12 (stereo not drawn) | -4 | 1 | -3 | 90 | -6 | -25 | 105 | 0 | 106 |
| CC1CCN(C(=O)COC(=O)[C@H](C)NS(=O)(=O)/C=C/c2ccccc2)CC1 | 1 | 0.83 | 6 | 105 | 14 | -3 | 96 | -5 | 93 |
| COc1ccccc1NC(=O)C(=O)NCC1COc2ccccc2O1 (stereo not drawn) | 30 | 0.35 | -11 | nt | nt | -33 | nt | 3 | nt |
| CCOc1cc(-n2nc(C)c(C#N)c2N)nc(SC)n1 | -16 | nt | 18 | 49 | 0 | 5 | 74 | -22 | 83 |
| CC(C)NC(=O)CC(c1ccccc1)c1cc(Br)ccc1O (stereo not drawn) | 0 | -0.21 | 7 | 101 | 1 | 3 | 76 | -17 | 98 |
| Cc1cc(N2CCN(C(=O)c3ccco3)CC2)n2nc(-c3cccc(Cl)c3)cc2n1 | nt | -0.49 | nt | 87 | -2 | nt | 71 | nt | 99 |
| CCCCCCC(=O)N(O)C1CC(=O)N(c2ccc(C)cc2)C1=O (stereo not drawn) | 8 | 0.35 | -2 | 76 | -20 | -7 | 106 | 13 | 101 |
| O=C(Nc1cc(C(=O)N2CCCC2)ccc1N1CCCC1)C1CC1 | 10 | -0.09 | 3 | 88 | -11 | 4 | 94 | -6 | 116 |
| CCOC(=O)c1cnn(CCOC(=O)C(C)(C)C)c1NC(=O)C(C)(C)C | 9 | 2.1 | 10 | 52 | 3 | -2 | 102 | -20 | 93 |
| CCOC(=O)c1nn(-c2cccc(Cl)c2)c(C)c1C(C)=O | 15 | -0.2 | 6 | nt | nt | -20 | nt | -36 | nt |
| CC(=O)c1c(C(C)=O)c(C)n(NC(=O)c2ccc(Cl)cc2)c1C | 7 | 0.04 | -21 | 115 | 9[fluorescence artefact?] | -21 | 103 | -2 | 106 |
| CCCCSc1nsc(NC(C)=O)n1 | -16 | -0.12 | -17 | 95 | 2 | -17 | 97 | -3 | 100 |
| Cc1n[nH]c(C)c1CCOc1ccc(C(C)C)cc1 | -18 | -1.8 | -16 | nt | nt | 6 | nt | 17 | nt |
| CCOC(=O)CCCn1c(C)nc(=O)c(-c2ccccc2)c1C | -13 | 0.36 | 2 | 92 | -3 | 12 | 99 | 8 | 100 |
| Brc1c(NC2=NCCN2)ccc2nccnc12 | nt | nt | nt | 87 | 11 | nt | 107 | nt | 101 |
| S=C(Nc1ccc2c(c1)OCO2)NC1CCN(Cc2ccccc2)CC1 | 3 | 0.32 | -13 | 81 | -9 | -11 | 91 | 2 | 94 |
| CC(/C=N\NC(=O)c1cccnc1)c1ccccc1 (stereo not drawn) | 9 | 0.45 | -9 | nt | nt | -13 | nt | 17 | nt |
| CSCC[C@H](NC(=O)C1CCN(S(=O)(=O)c2ccc(C)cc2)CC1)C(=O)NCc1ccco1 | 0 | 0.25 | -40 | 91 | 10 | -17 | 89 | 12 | 99 |
| CC(/C=C/C=C/c1ccccc1)=N/NC(=O)CNc1ccc(C)cc1 | -11 | 2 | -31 | nt | nt | 5 | nt | -8 | nt |
| CCCS(=O)(=O)NCCc1cc2ccc(C)cc2[nH]c1=O | -15 | 0.24 | -25 | nt | 0 | -8 | 95 | -14 | 96 |
| O=C(/C=C/c1ccc(O)cc1)c1ccc(NC2=C(N3CCCCC3)C(=O)c3ccccc3C2=O)cc1 | -16 | -1 | nt | nt | nt | 0 | nt | 32 | nt |
| Cc1ccc(C)c(-n2c(Cc3cc(=O)[nH]c(=O)[nH]3)nnc2SCC(=O)NCC2CCCO2)c1 (stereo not drawn) | -12 | 0.17 | 8 | 104 | -3 | -20 | 98 | -8 | 100 |
| N=c1sccn1CC(=O)Nc1ccccc1Oc1ccccc1 | 2 | 2 | 0 | 83 | -16 | -20 | 91 | -12 | 102 |
| CC(C)(C)C(=O)NCCn1ccc2ccccc21 | 6 | nt | 0 | 88 | -1 | -28 | 85 | 4 | 91 |
| Cc1sc2ncnc(OCC(=O)NCc3cccs3)c2c1C | 4 | 0.55 | -38 | 92 | 1 | -13 | 80 | -16 | 99 |
| O=C(O)CCC(=O)Nc1nnc(C(F)(F)F)s1 | 19 | 0.07 | 12 | 106 | 4 | -40 | 100 | -1 | 103 |
| COc1cc(-c2cn[nH]c2N)cc(OC)c1OC | -23 | -1 | -43 | 88 | -2 | 6 | 105 | -3 | 94 |
| Cc1ccccc1NC(=O)CSc1[nH]c(=O)cc(C)c1C#N | 18 | nt | -6 | 93 | 3 | -40 | 102 | 6 | 95 |
| CCCC(C)C1C(C#N)=C(N)Oc2cc(C)oc(=O)c21 (stereo not drawn) | -16 | nt | 13 | 69 | -2 | 5 | 93 | -6 | 102 |
| CC(=C/c1ccccc1)/C=N/n1c(-c2ccco2)n[nH]c1=S | -4 | 0.03 | 3 | nt | nt | nt | nt | -34 | nt |
| C=CCNC(=O)C1CCN(S(=O)(=O)c2ccccc2)CC1 | 21 | 0.39 | 2 | 101 | -5 | 9 | 96 | 2 | 102 |
| CCOC(=O)N1CCN(Cc2nc3c(c(=O)n(C)c(=O)n3C)n2Cc2cc(C)ccc2C)CC1 | nt | nt | nt | 66 | -11 | nt | 86 | nt | 86 |
| CC1CCCCC1NC(=O)C1CCN(S(=O)(=O)N2CCOCC2)CC1 (stereo not drawn) | -19 | 0.44 | -22 | 93 | 8[fluorescence artefact?] | -33 | 93 | 10 | 96 |
| Nc1ccc2c(C(F)(F)F)cc(=O)oc2c1 | -40 | 0.59 | -2 | 86 | 14[fluorescence artefact?] | -27 | 113 | 16 | 105 |
| Cc1cc(NC(=O)COC(=O)C2CCN(S(=O)(=O)c3ccc(Cl)cc3)CC2)no1 | -8 | 0.3 | -4 | 95 | -8 | 78 | 95 | 10 | 106 |
| NC(=O)CSc1nnc(-c2cccs2)n1-c1ccccc1 | 3 | 3.3 | 14 | 101 | -3 | -4 | 92 | 11 | 97 |
| CC1=NN(C(=O)c2ccc(C)cc2)C(O)(C(F)(F)OC(F)(F)F)C1 (stereo not drawn) | -8 | 0.38 | 1 | nt | nt | -4 | nt | 14 | nt |
| C=CCN(CC=C)S(=O)(=O)c1ncn[nH]1 | -2 | 0.52 | 8 | 89 | 0 | -33 | 94 | 24 | 92 |
| C/C(=N\NC(=O)c1c[nH]c2ccccc12)c1ccco1 | -7 | 0.65 | -3 | 48 | 8 | -3 | 77 | -2 | 92 |
| N#CC1=C2N=C(N)c3c(sc4c3CCCCC4)N2C2=C(C(=O)CCC2)C1c1ccccc1 (stereo not drawn) | 13 | -0.26 | -13 | nt | nt | -20 | nt | 12 | nt |
| C=CCOc1c2ccc(C(=O)NCCc3ccc(C)cc3)cc2nn1C | -5 | nt | -2 | nt | nt | 11 | nt | -4 | nt |
| NC(=O)c1ccc(-c2ccc(Br)cc2)o1 | -3 | 0.58 | 22 | 85 | -9 | -10 | 52 | -8 | 99 |
| CCOC(=O)N1CCN(C(=O)c2ccc(C)c(S(=O)(=O)Nc3cccc(C)c3C)c2)CC1 | -28 | -0.7 | -2 | 40* | 7 | nt | 85 | 27 | 82 |
| COc1ccc2c(=O)c3c(=O)n(Cc4ccco4)c(-c4ccco4)nc3oc2c1 | -6 | -0.69 | -107 | 71 | 15 | -11 | 86 | 11 | 112 |
| O=S(=O)(c1cccc2nsnc12)N1CCCC1 | nt | 0.41 | 15 | 98 | -14 | nt | 89 | nt | 99 |
| Cc1ccnc(NS(=O)(=O)c2ccc(NS(=O)(=O)c3ccccc3)cc2)n1 | 0 | 0.27 | -16 | 76 | 10 | -10 | 100 | -2 | 97 |
| CC(=O)Nc1nc(-c2ccc(Cl)cc2)nc(C)c1C(C)=O | 3 | -0.69 | -13 | 71 | 26 | -17 | 90 | 24 | 94 |
| CCCCC(CCCC)=N/N=C/c1c(O)n(CC)c2cc(C3=NNC(=O)CC3)ccc12 | -4 | 1.6 | 27 | 33* | -11 | -12 | 100 | -8 | 78 |
| CCOC(=O)c1cn(-c2ccccc2CO)c2c(F)c(F)c(F)cc2c1=O | 10 | -0.35 | nt | nt | nt | -4 | nt | 11 | nt |
| CCOC(=O)c1cnc2ccc(C)cc2c1OCc1cc(F)cc(F)c1 | -8 | -0.46 | -2 | 99 | -3 | 4 | 91 | 6 | 94 |
| O=C(COC(=O)COc1ccc(Nc2ccccc2)cc1)NCc1ccco1 | -8 | 0.62 | -5 | 108 | -4 | 23 | 96 | 32 | 97 |
| Cc1ccc(N2C(=O)CC2(C#N)c2ccc(OCc3ccccc3)cc2)cc1 (stereo not drawn) | 25 | -0.93 | 4 | nt | nt | -73 | nt | -1 | nt |

9 successive records out of the list so far:
| canonical_smiles | cytoskel mod | Pyk2 oligo antag | IL1B cytotox | H69AR growth 86K | Smad3 FoxH1 inh | HUVEC tox TNFa | HUVEC prolif 384 | VCAM1 TNFa inh | Fibroblast inh |
| --- | --- | --- | --- | --- | --- | --- | --- | --- | --- |
| COc1ccc2c(=O)c3c(=O)n(Cc4ccco4)c(-c4ccco4)nc3oc2c1 | -6 | -0.69 | -107 | 71 | 15 | -11 | 86 | 11 | 112 |
| O=S(=O)(c1cccc2nsnc12)N1CCCC1 | nt | 0.41 | 15 | 98 | -14 | nt | 89 | nt | 99 |
| Cc1ccnc(NS(=O)(=O)c2ccc(NS(=O)(=O)c3ccccc3)cc2)n1 | 0 | 0.27 | -16 | 76 | 10 | -10 | 100 | -2 | 97 |
| CC(=O)Nc1nc(-c2ccc(Cl)cc2)nc(C)c1C(C)=O | 3 | -0.69 | -13 | 71 | 26 | -17 | 90 | 24 | 94 |
| CCCCC(CCCC)=N/N=C/c1c(O)n(CC)c2cc(C3=NNC(=O)CC3)ccc12 | -4 | 1.6 | 27 | 33* | -11 | -12 | 100 | -8 | 78 |
| CCOC(=O)c1cn(-c2ccccc2CO)c2c(F)c(F)c(F)cc2c1=O | 10 | -0.35 | nt | nt | nt | -4 | nt | 11 | nt |
| CCOC(=O)c1cnc2ccc(C)cc2c1OCc1cc(F)cc(F)c1 | -8 | -0.46 | -2 | 99 | -3 | 4 | 91 | 6 | 94 |
| O=C(COC(=O)COc1ccc(Nc2ccccc2)cc1)NCc1ccco1 | -8 | 0.62 | -5 | 108 | -4 | 23 | 96 | 32 | 97 |
| Cc1ccc(N2C(=O)CC2(C#N)c2ccc(OCc3ccccc3)cc2)cc1 (stereo not drawn) | 25 | -0.93 | 4 | nt | nt | -73 | nt | -1 | nt |

Bioassay records (PubChem)

The list is partial (hit frequency here may not be typical).
